From PubChem
ST2 inh – inhibitors of human ST2 (IL1RL1) binding to IL-33; Q01638; AlphaLISA ST2-Fc/biotin-IL-33 interaction, 1 h; inhibition, % for hits at 17 µM; actives 2.3% (n = 78,000); in the data active = inhibition above about 30%; inconclusive = mostly about 10% to 28%
Target sequence (Q01638 whole entry, looked up): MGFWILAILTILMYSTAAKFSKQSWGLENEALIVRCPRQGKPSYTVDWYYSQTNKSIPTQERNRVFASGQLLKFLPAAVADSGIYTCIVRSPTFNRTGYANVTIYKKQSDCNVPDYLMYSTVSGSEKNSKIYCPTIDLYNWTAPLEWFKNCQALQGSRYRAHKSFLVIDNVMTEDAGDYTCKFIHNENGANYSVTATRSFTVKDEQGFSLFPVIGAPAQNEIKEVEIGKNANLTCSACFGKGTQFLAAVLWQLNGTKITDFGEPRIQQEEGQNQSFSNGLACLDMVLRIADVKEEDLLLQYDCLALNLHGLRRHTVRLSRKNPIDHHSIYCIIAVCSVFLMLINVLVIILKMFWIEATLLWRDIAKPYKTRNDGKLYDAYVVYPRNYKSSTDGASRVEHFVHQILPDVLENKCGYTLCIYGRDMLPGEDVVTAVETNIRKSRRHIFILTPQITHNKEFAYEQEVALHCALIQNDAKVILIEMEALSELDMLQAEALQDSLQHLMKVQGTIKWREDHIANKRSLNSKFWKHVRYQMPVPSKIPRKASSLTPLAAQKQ
Numbers without * were called inactive; i = inactive; ? = inconclusive.

SMILES | ST2 inh
Cc1ccc(-c2noc([C@@H]3C[C@@H](O)CN3Cc3ccc(F)cc3)n2)cc1F | i
CCCCNc1nc(Nc2ccc(Cl)cc2)nc(N2CCOCC2)n1 | i
COc1ccc(C(=O)N2CCC(n3nccc3NC(=O)CCc3ccccc3)CC2)o1 | i
CCOC(=O)CSC1=C(C#N)C(c2cccc(Cl)c2Cl)CC(=O)N1 (stereo not given) | ?
CN1CC23CN(C)CC2(C1)CN(Cc1cc2n(n1)CCNC2)C3 (stereo not given) | i
C[C@H](CS)C(=O)N1CCC[C@H]1C(=O)O | i
O=C(NC1CCCCCCC1)C1c2ccccc2C(=O)N1C1CCCC1 (stereo not given) | i
CSc1nnc(-c2ccc(Cl)cc2Cl)o1 | i
CCN(CC)CCNC(=O)c1cc2c(-c3ccc(Cl)cc3)nn(C)c2s1 | i
O=C(CNS(=O)(=O)c1ccc(Br)s1)NC1CCCC1 | i
CN1C[C@@H](NC(=O)c2cccnc2)C[C@H]1c1nc(-c2ccc(Cl)cc2)no1 | i
O=C1NC(=O)/C(=C\c2ccccc2C(F)(F)F)S1 | ?
O=C(O)c1cccc(CC2CCN(C(=O)Cc3cccnc3)CC2)c1 | i
Oc1c(Cl)cc(Br)cc1C=Nc1ccc2ncccc2c1 | i
O=C(Nc1nc(-c2ccc(Cl)cc2)cs1)c1cccs1 | i
NC(=O)c1cccnc1N1C[C@H]2OC(=O)N(CCc3ccc(F)cc3)[C@H]2C1 | i
Cn1c(=O)cc(SCC(=O)N2CCN(c3ccccn3)CC2)c2ccc(Cl)cc21 | i
CCOc1ccc2nc(SC3CC(=O)N(c4cccc(OC)c4)C3=O)sc2c1 (stereo not given) | i
COC(=O)c1sc2ccccc2c1NC(C)=O | i
COc1cccc(-n2cc(CN(C)Cc3nc(-c4ccccc4)no3)cn2)c1 | ?
COc1ncc(CN(C)C(C)c2ccccn2)cn1 (stereo not given) | ?
CCN(CC)CCCNC(=O)c1ccc2c(c1)N(Cc1cc(C)ccc1C)C(=O)CS2 | i
Cn1ccc2c(-c3ccc(C(O)CN4CCOCC4)cc3)ccnc21 (stereo not given) | i
O=C(COc1ccc(Cl)cc1)N(c1ccc(F)cc1)C1C=CS(=O)(=O)C1 (stereo not given) | i
CC(C)NC(=O)C1C2C=CC3(CN(Cc4ccccc4Cl)C(=O)C13)O2 (stereo not given) | i
Cc1n[nH]c(C)c1CN1CCC(N2CCCC(C(=O)N3CCCC3)C2)CC1 (stereo not given) | i
Cc1ccc(Cl)cc1N1CCN(S(=O)(=O)c2ccc3c(c2)c(=O)n(C)c(=O)n3C)CC1 | i
CC(C)N(Cc1nccn1C)C(=O)c1ccc2oc(CCc3ccccc3)nc2c1 | i
CC1(C)Cc2ccccc2C(CC2=NC(C)(C)Cc3ccccc32)=N1 | i
O=C(c1c(F)cccc1F)N1CCN=C1SCc1c(F)cccc1Cl | i
CCN(CC)CCSc1nnc(Nc2ccccc2)n1-c1ccccc1 | i
CCOc1ccc(C(C)=O)cc1N1C(=O)C2C3C=CC(CC3)C2C1=O (stereo not given) | i
OCc1ccc(-c2nccn2CC2OCCc3ccccc32)o1 (stereo not given) | ?
Cc1ncc(C)c(N2CCC(c3[nH]ncc3Cc3ccccc3)CC2)n1 | i
CCOC(=O)c1c(C)oc2ccc(OC(=O)CC)cc12 | i
Cc1ncc2c(c1CNC(=O)CSc1ccccc1)CCN(C(=O)CC1=CCCCC1)C2 | i
O=C(CCC(=O)c1ccccc1)c1ccccc1 | i
Cc1ccccc1-c1nnc(NC(=O)NCc2nnc3n2CCCC3)s1 | i
COc1ccc(C2SCCN2S(=O)(=O)c2ccccc2)cc1 (stereo not given) | i
O=c1/c(=C/c2cccnc2)sc2n1CN(c1ccc3c(c1)OCO3)CN=2 | ?
COc1ccc(C(=O)N2CCC(n3nccc3NC(=O)c3ccccc3C)CC2)o1 | ?
Cc1ccsc1C(CNC(=O)c1cnn2ccn(C)c12)N(C)C (stereo not given) | ?
CCc1nnc(NS(=O)(=O)c2ccc(NC(=O)c3cc(Cl)ccc3Cl)cc2)s1 | i
COc1ccc(Cl)cc1NC(=O)c1cccc(Cl)c1Cl | i
Nc1c(C(=O)NCc2ccccc2)nnn1Cc1ccc(Cl)cc1 | i
Cc1c(C)n(CC(O)CN2CCCCC2)c2ccccc12 (stereo not given) | ?
CN(Cc1ccccc1)S(=O)(=O)c1ccc(C(=O)Nc2nnc(-c3ccc(F)cc3)o2)cc1 | i
Cc1n[nH]c(C)c1S(=O)(=O)N1CCN(C(c2ccccc2)c2ccc(Cl)cc2)CC1 (stereo not given) | i
O=C(NCCCN1CCCC1)c1cc(-c2ccncc2)nc2ccccc12 | i
COc1ccccc1NC(=O)CN(C)S(=O)(=O)c1ccccc1 | i
COC(=O)C1=C(C)Nc2nc(SC)[nH]c(=O)c2C1c1cccs1 (stereo not given) | i
COc1cc(S(=O)(=O)Nc2ccc(Cc3ccncc3)cc2)c(OC)cc1Cl | i
O=C(Nc1nnc(-c2ccc(F)cc2)s1)c1cccc(Cl)c1 | i
CCN(Cc1nc(COC)no1)C(=O)c1cnc(C)cn1 | i
COc1cc(F)c(CN2CC(c3ccncc3)C2)c(F)c1 | i
O=C(c1ccc(F)cc1)N1CC[C@H]2[C@H](CCCN2C(=O)c2ccc(-n3ccnc3)cc2)C1 | ?
O=[N+]([O-])c1cccc2ccc(N3CCCCC3)nc12 | 30%*
CN(C)c1nc(Cl)c(CN(CC2CCN(C3CCCC3)CC2)CC2CCCO2)s1 (stereo not given) | ?
CCOC(=O)c1[nH]c2ccccc2c1NC(=O)c1c(-c2ccccc2Cl)noc1C | ?
CCCCN(CCCC)S(=O)(=O)c1ccc(C(=O)Nc2nnc(C3CC3)o2)cc1 | ?

Overlap with the part before: five compounds, followed by the next part.
SMILES | ST2 inh
O=C(c1ccc(F)cc1)N1CC[C@H]2[C@H](CCCN2C(=O)c2ccc(-n3ccnc3)cc2)C1 | ?
O=[N+]([O-])c1cccc2ccc(N3CCCCC3)nc12 | 30%*
CN(C)c1nc(Cl)c(CN(CC2CCN(C3CCCC3)CC2)CC2CCCO2)s1 (stereo not given) | ?
CCOC(=O)c1[nH]c2ccccc2c1NC(=O)c1c(-c2ccccc2Cl)noc1C | ?
CCCCN(CCCC)S(=O)(=O)c1ccc(C(=O)Nc2nnc(C3CC3)o2)cc1 | ?
Cc1ccc(-c2nnc([C@H]3CCN(Cc4ccccc4C)C3)o2)cc1 | i
O=C(Nc1ccccc1)/C(=C/c1ccc2c(c1)OCO2)NC(=O)c1ccc(Br)o1 | i
Cc1ccc(Cn2nc(C)c(NC(=O)CSc3n[nH]c(C)c3[N+](=O)[O-])c2C)cc1 | i
COc1ccc(S(=O)(=O)Nc2ccc(C)cc2)cc1C(=O)Nc1ccc(C)cc1 | i
C=CCc1ccccc1OCCN(C)C(=O)c1c[nH]c2c(C)cccc2c1=O | i
O=C(CN(Cc1ccc(Cl)cc1)S(=O)(=O)c1ccccc1)NCc1ccccn1 | i
Cc1ccc(-c2cc(C(F)F)nc(N3CCOCC3)n2)cc1 | i
Cc1c(C)n(Cc2ccccc2)c2ccc(C(=O)NCCN(C)C)cc12 | ?
COC(=O)c1c(C)[nH]c(C(=O)CSc2cc(C)c3ccccc3n2)c1C | i
O=S(=O)(NCc1cnn2ccccc12)c1ccccc1F | i
CC(C)OCCCNC(=O)CCCn1c(=O)[nH]c2ccc(Br)cc2c1=O | i
CCCc1nc(C)c(Cn2cnc3sc4c(c3c2=O)CCNC4)s1 | i
O=C(CN1C(=O)CC(c2ccccc2)Sc2ccccc21)NC1CCCC1 (stereo not given) | i
CCOc1ccccc1C1C(C(=O)OC2CCCCC2)=C(C)Nc2nnnn21 (stereo not given) | i
COc1ccccc1NC(=O)C1=C(C)Nc2nc3ccccc3n2C1c1ccc(F)cc1 (stereo not given) | i

In another format: entries from further up
Structure	ST2 inh
Cc1c(C)n(Cc2ccccc2)c2ccc(C(=O)NCCN(C)C)cc12	?
COC(=O)c1c(C)[nH]c(C(=O)CSc2cc(C)c3ccccc3n2)c1C	i

Next entries.
SMILES | ST2 inh
COCc1cn(C2CCN(C(=O)Nc3ccsc3)CC2)nn1 | i
CS(=O)(=O)N(CC(=O)NCc1ccncc1)c1ccc(Cl)c(Cl)c1 | i
CCc1ccc(C2CC(c3ccc(C)cc3)n3ncnc3N2)cc1 (stereo not given) | i
CCN1C(=O)N(Cc2cccc(OC)c2)C(=O)C12CCN(CC1CC=CCC1)CC2 (stereo not given) | i
O=C(O)c1ccc(Nc2c3ccccc3nc3ccccc23)cc1 | i
CCCN(CCC)S(=O)(=O)c1ccc(C(=O)Nc2ccc3sc(SC)nc3c2)cc1 | ?
N#CC12CC([N+](=O)[O-])=C(N)C1(C#N)CC([N+](=O)[O-])=C2N (stereo not given) | i
CC(C)Cc1nc2ccccc2n1C(C)C | i
N#Cc1c(NC(=O)c2cccc(S(=O)(=O)N3CCCCC3)c2)sc2c1CCCC2 | i
C=C(C)Cn1c(Br)nc2c1c(=O)[nH]c(=O)n2C | ?
C=CCNC(=O)c1cc2c(=O)n3ccccc3nc2n(CCCOCC)c1=N | i
CN1CCN(C(=O)C(=O)Nc2ccc3c(c2)OCO3)CC1 | i
Cc1ccc(C2(O)CCN(Cc3ccc4onc(C)c4c3)CC2)nc1 | i
CCCOc1ccc(C(=O)N2CCCCC2)cc1OC | i
CCc1ccc(OCC(=O)Nc2ccc3c(c2)OCO3)cc1 | i
Cc1ccccc1NC(=O)Cn1c(=O)n(CCC(=O)NCc2ccccc2)c(=O)c2sccc21 | ?
CCOc1cc2c(cc1OCC)C1C(C(=O)NCCC(C)C)c3ccccc3C(=O)N1CC2 (stereo not given) | i
O=C(c1ccc2c(c1)N(Cc1c(F)cccc1Cl)C(=O)CS2)N1CCC2(CC1)OCCO2 | i
CCCc1nc(N)c(C#N)c(-c2ccc(OC)cc2)c1CC | i
CC(C)(C)c1ccc(N2CC(C(=O)O)CC2=O)cc1 (stereo not given) | i
O=C(COc1ccccc1)N1CCN(c2ccc([N+](=O)[O-])cc2Cl)CC1 | i
Cc1ccccc1CSC1=NCCN1C(=O)Cc1ccc(Cl)cc1 | ?
CN1C[C@@H](NC(=O)C2CCCCC2)C[C@H]1c1nc(-c2ccccc2)no1 | i
COc1cccc(-n2cc(CN(C)Cc3nc4ccccc4[nH]3)cn2)c1 | i
Cc1cc(C)cc(OCC(=O)NCCc2nc3ccccc3[nH]2)c1 | ?
CC(C)(C)c1cc(Cl)ccc1OCCn1ccnc1 | i
COC(=O)c1ccc(C2C(C(=O)OCc3ccccc3)=C(C)Nc3nnnn32)cc1 (stereo not given) | i
O=C(NC1CCCC1)c1ccc(NC(=O)C2CCCO2)cc1 (stereo not given) | i
O=C(CN1CCN(Cc2ccccc2Cl)S1(=O)=O)Nc1ccc(Br)cc1 | i
COc1ccc(S(=O)(=O)NCCSCc2ccco2)cc1Br | ?

Looked up by structure from the entries so far, 2 records:
SMILES | ST2 inh
O=C(Nc1ccccc1)/C(=C/c1ccc2c(c1)OCO2)NC(=O)c1ccc(Br)o1 | i
CCc1ccc(OCC(=O)Nc2ccc3c(c2)OCO3)cc1 | i

More records:
SMILES | ST2 inh
CC(C)c1nccc(CN2CC[C@H](CO)[C@H](O)C2)n1 | i
CCCC(=O)N1CCN(c2nc(Cc3ccccc3)c3c(c2C#N)CC(C)(C)OC3)CC1 | i
COc1ccccc1-n1c(SCC(=O)Nc2ccc(Cl)cc2)nc2c(c1=O)SCC2 | i
CC1=C(C(=O)OCCC#N)C(c2ccc(Cl)c(Cl)c2)NC(=O)N1 (stereo not given) | ?
Clc1nc(N2CCCCCC2)nc(N2CCCCCC2)n1 | i
O=C(CCCOc1ccccc1)N1CCCCC1 | i
CCn1cc(C2=NCC(C)O2)c2ccccc21 (stereo not given) | ?
CCCOC(=O)C1=C(C)NC2=C(C(=O)C(C(=O)OC)C(C)C2)C1c1ccc(N(CC)CC)cc1 (stereo not given) | ?
CCOC(=O)N1CCN(C2CCCN(C(=O)CCc3ccc(F)cc3)C2)CC1 (stereo not given) | ?
CCSc1oc(-c2ccccc2)nc1S(=O)(=O)c1ccccc1 | i
CCCCN(CC)CCNC(=O)c1cc2cc3ccc(OC)cc3nc2s1 | ?
CCN(CC)C(=O)CC[C@H]1CNC(=O)[C@@H]2[C@@H](CCN2C(C)C)N1C | i
O=C(c1cccc(Cl)c1)N1CCN=C1SCc1cccnc1 | i
COc1ccc(S(=O)(=O)N2C[C@@H]3C[C@H](C2)c2c(NC(=O)Nc4ccccc4)ccc(=O)n2C3)cc1 | ?
O=C1C2CCCN2C(c2c(F)cccc2Cl)N1c1nccs1 (stereo not given) | i

Filtered by structure: the compounds so far with a COOH group
SMILES | ST2 inh
C[C@H](CS)C(=O)N1CCC[C@H]1C(=O)O | i
O=C(O)c1cccc(CC2CCN(C(=O)Cc3cccnc3)CC2)c1 | i
O=C(O)c1ccc(Nc2c3ccccc3nc3ccccc23)cc1 | i
CC(C)(C)c1ccc(N2CC(C(=O)O)CC2=O)cc1 (stereo not given) | i

The list continues:
SMILES | ST2 inh
COc1ccc(NC(=O)CN2CCCN(Cc3cccc(F)c3)S2(=O)=O)cc1 | i
O=C(c1ccc2nc3cc(Cl)ccc3c(=O)n2c1)N1CCOCC1 | i
CCSCCOC(=O)C1=C(C)NC2=C(C(=O)C(C(=O)OC)C(C)C2)C1c1ccc(C)s1 (stereo not given) | i
O=C(NCCO)c1cccc(I)c1 | i
Cc1cc(CN(C)C(=O)Nc2nc(C)ns2)ccn1 | i
Cc1c(Cl)ccc(S(=O)(=O)N2CCN(c3ccccc3)CC2)c1Cl | ?
COc1cc(C=C2C(=O)OC(C)(C)OC2=O)cc(Br)c1O | i
O=C(CCC1CCCCC1)NCc1ccc(F)cc1 | i
CNC(=O)C1CCC(Cn2c(=O)c3sccc3n(CC(=O)Nc3ccc(C)c(F)c3)c2=O)CC1 (stereo not given) | i
CC(=O)c1ccc(N2CCN(C(=O)C3CCN(S(=O)(=O)c4cccs4)CC3)CC2)cc1 | i
O=C(NC1CCCC1)C1c2ccccc2C(=O)N1Cc1ccccc1Cl (stereo not given) | i
COc1ccccc1C(=O)N/C(=C\c1ccc2c(c1)OCO2)C(=O)NCCCC(=O)O | i

This is a subset, so the mix of outcomes need not match the whole.
